# SRC2 inh – inhibition of GAL4-SRC2 driven luciferase reporter, primary screen, SRC2 inhibitor project, cell-based, luminescence; Nuclear receptor coactivator 2 (Homo sapiens), Q15596; HEK293 GAL4-SRC2 luciferase reporter; inhibition, % at 9 µM; 370,000 tested, 0.17% active;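 active = inhibition above the mean inhibition of all tested compounds plus 3 SD, set per campaign, cut at about 52% in these data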;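 also: 0% = DMSO treated cells and 100% = cells given Gossypol at 36 µM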
# TRAIL sens C8 – viability loss with TRAIL in NB7+C8 cells, primary screen, TRAIL sensitizer project, cell-based, ATPlite luminescence. inhibition (viability loss, TRAIL sensitization), % at 10 µM. 360,000 tested, 1% active. AID 624354, 2012;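 active = compounds causing at least 50% loss of cell viability in the single-dose screen, relative to plate controls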
# TLR9-MyD88 block – inhibitors of TLR9-MyD88 association in cells, primary screen, cell-based, CHO, BLA complementation, fluorescence. Toll-like receptor 9 (Homo sapiens) + Myeloid differentiation primary response protein …. CCF4 FRET ratio. inhibition, % at 4.98 µM. 340,000 tested, 0.21% active. AID 504734, 2011;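 active = inhibition above the mean over all tested compounds plus 3 SD, cut at about 21% in these data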;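 also: 0% = DMSO only wells and 100% = clavulanate BLA inhibitor control wells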
# NOD2 RIPK2 PPI – NOD2-RIPK2 binding disruptors in cells, primary screen, fluorescence, CHO cells, BLA complementation; Receptor-interacting serine/threonine-protein kinase 2 (Homo sapiens), O43353; 360,000 tested, 0.38% active; AID 624267, 2012; inhibition, % at 4.98 µM; CCF4 ratio; in the data active = inhibition above about 21%;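 also: 0% = vehicle only and 100% = reference blocker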
# Target sequence (O43353 whole entry, looked up): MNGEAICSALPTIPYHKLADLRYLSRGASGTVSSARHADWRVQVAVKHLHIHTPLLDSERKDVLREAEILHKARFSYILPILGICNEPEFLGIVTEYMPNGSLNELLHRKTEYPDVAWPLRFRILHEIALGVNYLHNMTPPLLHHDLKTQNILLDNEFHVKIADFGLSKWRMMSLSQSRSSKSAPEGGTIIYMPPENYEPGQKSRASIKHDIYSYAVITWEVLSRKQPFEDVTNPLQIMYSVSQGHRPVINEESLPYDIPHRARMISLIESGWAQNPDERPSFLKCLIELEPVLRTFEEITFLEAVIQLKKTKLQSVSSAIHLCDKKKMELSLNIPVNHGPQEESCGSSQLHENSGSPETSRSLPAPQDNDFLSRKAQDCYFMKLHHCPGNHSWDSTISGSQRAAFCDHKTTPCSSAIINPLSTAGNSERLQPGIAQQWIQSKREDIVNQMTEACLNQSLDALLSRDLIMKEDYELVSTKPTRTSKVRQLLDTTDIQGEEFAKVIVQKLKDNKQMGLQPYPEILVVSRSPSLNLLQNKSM
# LMP1 NFkB inh – EBV LMP1-driven NF-kappaB luciferase reporter inhibitors, primary screen, cell-based, luminescence, single point. LMP1-induced NF-kappaB luciferase reporter cells. inhibition, % at 12.5 µM. 350,000 tested, 0.69% active. AID 504558, 2011; in the data active = inhibition above about 41%;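 also: 0% = neutral control wells and 100% = reference inhibitor control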
# TROY signal inh – inhibitors of TROY-driven NF-kB signaling, primary screen, Q293 LMP1-TROYcd cells, NF-kB luciferase, uHTS. AID 1347056, 2019. inhibition, % at 10 µM. Q293 LMP1-TROYcd NF-kB luciferase reporter, 4 h. 360,000 tested, 0.98% active;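 active = compounds whose plate-normalised and pattern-corrected inhibition of the luciferase reporter signal at the single screening dose is 50% or more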
# TWEAK-Fn14 inh – inhibitors of TWEAK-Fn14 signaling, primary screen, luciferase reporter cells, uHTS. TWEAK-stimulated Fn14 reporter cells, luciferase luminescence, 8 h. inhibition, % at 10 µM. 360,000 tested, 2% active. AID 1159606, 2016; in the data active = inhibition above about 50%
# COUP-TFII inh – NR2F2 transcriptional activity inhibitors, primary screen, cell-based, luciferase reporter, HEK293T, luminescence; 370,000 tested, 0.7% active; inhibition, % at 8.6 µM; AID 686940, 2013; HEK293T NGFI-A luciferase reporter; COUP transcription factor 2 (Homo sapiens), P24468;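 active = inhibition above a per-plate cutoff, mean inhibition of test wells between control levels plus 3 SD, cut at about 38% in these data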;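 also: cells cotransfected with COUP-TFII expression vector driving the NGFI-A reporter; 0% = median of COUP-TF2 test wells and 100% = reporter-only cells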
# SRC1 inh – SRC1 coactivator transcriptional activity inhibitors, primary screen, cell-based, luminescence | Nuclear receptor coactivator 1 (Homo sapiens), Q15788 | inhibition, % at 3.6 µM | HEK293 GAL4-SRC1 luciferase reporter | 360,000 tested, 0.12% active;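 active = inhibition above the campaign mean plus 3 SD, with each screening campaign given its own cutoff, cut at about 60% in these data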;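 also: 0% = DMSO treated cells and 100% = gossypol at 36 µM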
# LRH-1 inv ag – LRH-1 (NR5A2) inverse agonists, primary screen, cell-based, luminescence, HEK293T, StAR-luciferase reporter | Nuclear receptor subfamily 5 group A member 2 (Homo sapiens), O00482 | LRH-1 transfected, 24 h | inhibition, % at 3.6 µM | 360,000 tested, 0.13% active;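 active = inhibition above the mean inhibition of all tested compounds plus 3 SD, cut at about 73% in these data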;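 also: 0% = DMSO wells and 100% = reporter-only cells lacking LRH-1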
# Target sequence (O00482 whole entry, looked up): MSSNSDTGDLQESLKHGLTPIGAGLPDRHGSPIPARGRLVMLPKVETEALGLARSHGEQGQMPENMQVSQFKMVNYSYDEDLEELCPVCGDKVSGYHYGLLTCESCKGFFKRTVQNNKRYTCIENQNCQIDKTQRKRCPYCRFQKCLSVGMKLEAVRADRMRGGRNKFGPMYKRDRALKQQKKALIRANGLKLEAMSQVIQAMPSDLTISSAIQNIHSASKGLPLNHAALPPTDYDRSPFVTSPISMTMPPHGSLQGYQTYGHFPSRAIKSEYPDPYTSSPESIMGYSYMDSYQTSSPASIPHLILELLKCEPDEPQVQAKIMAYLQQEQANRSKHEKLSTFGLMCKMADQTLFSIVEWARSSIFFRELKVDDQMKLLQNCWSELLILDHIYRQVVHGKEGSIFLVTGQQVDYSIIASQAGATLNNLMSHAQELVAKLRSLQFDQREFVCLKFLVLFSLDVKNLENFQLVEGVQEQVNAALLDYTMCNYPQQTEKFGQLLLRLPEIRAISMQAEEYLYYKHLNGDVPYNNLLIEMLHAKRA
# SRC3 inh – SRC3 coactivator transcriptional activity inhibitors, primary screen, cell-based, luminescence. Nuclear receptor coactivator 3 (Homo sapiens), Q9Y6Q9. HEK293 GAL4-SRC3 luciferase reporter. inhibition, % at 3.6 µM. 360,000 tested, 0.17% active. AID 588352, 2011;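 active = inhibition above a per-campaign cutoff, the mean of all compounds plus 3 SD, cut at about 60% in these data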;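 also: 0% = DMSO-treated cells and 100% = gossypol-treated cells at 36 µM; higher means less SRC3-driven luciferase light from the GAL4 reporter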
# Starred values were filed as active, the others as inactive; / = not tested or not shown.
SMILES,SRC2 inh,TRAIL sens C8,TLR9-MyD88 block,NOD2 RIPK2 PPI,LMP1 NFkB inh,TROY signal inh,TWEAK-Fn14 inh,COUP-TFII inh,SRC1 inh,LRH-1 inv ag,SRC3 inh
CCC1=C(OC(=O)N(CC)CC)N2C(=O)OC(=NCC3CC3)[C@]2(C)[C@H]2C1=CC[C@H]1C(=O)NC(=O)[C@H]12,-15.5,-4.5,6.2,-0.6,7.0,-13.5,10.2,-7.2,2.7,-0.3,23.9
Cc1ccc(S(=O)(=O)c2cc(Nc3ccccc3)ccc2O)cc1,-9.1,-14.5,-3.2,0.5,9.3,-40.0,10.5,21.0,11.9,-7.8,1.4
COc1cccc(CNC(=O)CSc2nc3ccc(C)cc3[nH]2)c1,2.4,-3.3,12.9,-15.4,4.0,-6.2,19.6,15.7,-20.9,9.7,4.5
O=C(c1ccc(C(F)(F)F)cc1)N1CCC(=O)N(C(COCc2ccccc2)Cc2ccccc2)CC1 (stereo not drawn),-5.2,19.0,-5.5,12.9,3.6,-31.6,-10.0,6.8,2.4,-8.5,-2.5
C=CCSc1nc2sc3c(c2c(=O)n1CC)CCC3,-10.6,29.9,-5.6,7.2,-5.3,-13.1,-16.7,-9.4,-11.0,-13.1,8.8
COc1cc(NC(=S)N2CCC(C(O)(c3ccccc3)c3ccccc3)CC2)cc(OC)c1,-3.1,-2.4,-2.6,-15.3,1.9,14.4,26.7,-0.7,-13.1,8.4,5.4
Cn1c(-c2cccc3ccccc23)n[nH]c1=S,-1.6,-5.2,-3.2,4.6,4.6,-5.0,-8.6,-7.3,-27.6,1.7,-7.5
Cc1ccc(NC(=O)CSc2nncs2)cc1Cl,-3.6,-18.1,7.4,-6.9,-1.9,-32.3,-7.9,14.7,-3.0,-27.5,9.5
O=C(Nc1nc2nc(-c3ccccc3)cc(=O)n2[nH]1)c1ccccc1,2.9,10.7,-4.7,3.7,2.6,22.4,9.6,3.1,-10.8,1.1,16.0
Cc1ccc(C)c(C(C)NC(=O)C2CCCC2)c1 (stereo not drawn),-6.2,-22.9,-0.3,-4.7,-1.8,-6.0,-3.1,-14.6,0.1,0.6,1.5
CN(Cc1cccs1)C(=O)CCc1ccc(S(=O)(=O)N2CCOCC2)cc1,-5.3,7.7,4.3,-5.6,0.7,8.4,16.5,-17.2,-14.7,8.7,-11.0
COCCn1c(-c2ccccc2)nc2ccccc21,-7.2,-9.5,-1.9,-9.0,-9.7,27.7,-8.2,-0.2,-14.7,-2.1,-34.1
COC(=O)c1ccc(NC(=O)C23CC4CC(C2)CC(n2cncn2)(C4)C3)cc1,13.4,1.9,7.1,-4.7,15.7,-4.0,10.0,18.1,-1.3,-5.3,3.9
COC(=O)c1ccc(N2CCCCC2)c(NC(=O)c2ccco2)c1,-8.2,-0.2,-5.6,4.8,4.3,-36.4,-10.3,-1.3,0.6,42.2,-2.5
COc1ccc2c(CN3CCN(c4ccccc4F)CC3)cc(=O)oc2c1,-28.9,4.4,/,1.8,/,-8.1,-3.2,-20.8,-15.4,-20.9,-9.8
COc1ccc2[nH]c3c(c2c1)CCN1C(=O)C(CC(=O)NCCN2CCOCC2)C[C@H](C(=O)N(C(C)C)C(C)C)[C@@]31C (stereo partly drawn),7.5,-0.1,-2.4,0.2,0.4,-3.9,1.9,-4.5,-4.6,-4.7,-11.1
Cc1cc(C(=O)O)c(CCCN)s1,-4.9,19.0,0.6,-3.2,0.2,-0.2,5.3,12.1,6.6,-11.0,15.0
O=C(CCSCCc1ccccn1)Nc1ccc(Br)cc1F,5.8,-4.3,4.3,0.4,0.5,8.6,-0.4,-1.3,-14.4,1.8,-7.6
O=c1cc(CSc2ccccn2)[nH]c(=O)[nH]1,-4.3,-3.9,9.2,3.4,-5.4,-4.1,-1.9,-6.7,-8.0,10.1,5.5
CCOc1ccc(NC(=O)CCN2CCN(S(=O)(=O)c3ccc(OC)cc3)CC2)cc1,-27.3,10.5,0.6,0.0,3.1,-6.7,16.6,6.8,6.2,-4.5,-14.5

# A portion of the results above, for reference:
SMILES,SRC2 inh,TRAIL sens C8,TLR9-MyD88 block,NOD2 RIPK2 PPI,LMP1 NFkB inh,TROY signal inh,TWEAK-Fn14 inh,COUP-TFII inh,SRC1 inh,LRH-1 inv ag,SRC3 inh
CCC1=C(OC(=O)N(CC)CC)N2C(=O)OC(=NCC3CC3)[C@]2(C)[C@H]2C1=CC[C@H]1C(=O)NC(=O)[C@H]12,-15.5,-4.5,6.2,-0.6,7.0,-13.5,10.2,-7.2,2.7,-0.3,23.9
Cc1ccc(S(=O)(=O)c2cc(Nc3ccccc3)ccc2O)cc1,-9.1,-14.5,-3.2,0.5,9.3,-40.0,10.5,21.0,11.9,-7.8,1.4
COc1cccc(CNC(=O)CSc2nc3ccc(C)cc3[nH]2)c1,2.4,-3.3,12.9,-15.4,4.0,-6.2,19.6,15.7,-20.9,9.7,4.5

# Next compounds follow:
SMILES,SRC2 inh,TRAIL sens C8,TLR9-MyD88 block,NOD2 RIPK2 PPI,LMP1 NFkB inh,TROY signal inh,TWEAK-Fn14 inh,COUP-TFII inh,SRC1 inh,LRH-1 inv ag,SRC3 inh
Cc1nc(-c2ccc(S(=O)(=O)N3CCN(Cc4ccccc4)CC3)s2)cs1,-4.1,9.5,2.1,-6.6,-4.2,19.9,7.5,-9.2,0.8,2.9,22.6
O=C(OCC(=O)N1CCOCC1)C(c1ccccc1)c1ccccc1,8.5,-3.3,-2.0,8.0,0.1,-9.9,-1.5,-0.2,-3.3,-10.1,3.5
CC1CCN(C(=S)NC2CC3CCC2C3)CC1 (stereo not drawn),-18.7,-2.1,3.2,-0.1,4.8,-14.7,0.8,18.2,8.5,9.2,2.7
Cc1cc2c(cc1C)NC(=O)CC(C(F)(F)C(F)(F)C(F)(F)F)=N2,-18.2,-2.1,0.0,-1.6,0.4,4.2,18.6,-2.8,-46.5,-0.6,-6.6
Nc1nc(NCc2ccco2)nc(N2CCOCC2)c1[N+](=O)[O-],6.4,9.2,-9.9,-4.1,-18.8,-17.1,-4.7,3.5,-3.7,-8.4,20.0
O=C(c1ccc2nc(Cc3cccc(Cl)c3)oc2c1)N1CCC(CO)CC1,-1.6,0.9,3.3,4.7,3.0,13.9,-17.7,-4.2,-1.7,0.7,9.8
CC(C)(C)c1ccc(C(=O)N2CCN(Cc3ccccc3)CC2)cc1,-10.6,2.9,6.2,-4.5,6.9,19.1,9.6,6.9,-37.3,-8.2,-1.1
NNC(=O)COc1ccc(F)cc1,-5.8,-18.1,-5.2,3.2,-15.2,-3.2,-8.2,-1.4,-16.2,4.2,-8.5
O=c1c2cc(N3CCOCC3)ccc2[nH]c(=S)n1CCCN1CCCCCC1,-10.3,-6.4,3.0,3.0,-5.7,-7.0,-18.4,6.9,-20.2,-27.1,2.5
OC[C@H]1O[C@@H](c2nc3ccc(-c4nc(-c5ccc(Br)cc5)no4)cc3[nH]2)C[C@@H]1O,-52.7,23.0,/,-3.1,/,45.7,63.0*,-37.0,-97.2,-137.3,-86.9
Cc1cc(C)n2[nH]c(=O)c(N=Nc3cccc(C(F)(F)F)c3)c2n1,-13.0,8.8,0.9,-1.2,6.1,-11.6,8.5,7.9,-16.6,2.9,-0.8
Cc1ccc(S(=O)(=O)N(C)CC(=O)Nc2cccc(C)n2)cc1,-17.5,-13.4,-3.4,6.3,0.8,-11.8,3.8,1.6,12.1,-8.7,18.0
CCn1c(SCC(=O)Nc2ccccc2OC)nc2ccccc2c1=O,-7.0,8.3,13.9,-10.3,-2.3,-0.3,12.3,7.1,16.7,11.4,1.9
CCc1nc2c(OCC(=O)c3ccc(F)cc3)cccn2c1N(C)C(=O)COc1ccccc1,-35.5,12.6,/,-6.3,/,7.9,-35.1,3.9,-0.5,-30.2,-27.6
Cn1c(NCc2ccccc2)cc(=O)n(C)c1=O,-5.4,5.0,-0.6,-6.7,-15.1,19.1,-8.9,9.2,3.1,0.4,-9.6
O=C(C1CCN(c2ncnc3c2nc2n3CCCCC2)CC1)N1CCN(c2ccc(F)cc2)CC1,7.4,7.7,-4.9,-4.5,2.2,13.3,11.0,20.1,3.1,16.4,13.3
O=C(COC(=O)CN1C(=O)c2ccccc2C1=O)NC1CCCC1,2.9,0.2,-6.4,-1.3,-2.9,-24.4,25.0,20.4,0.3,-12.3,9.2
CCN(CC(=O)NCc1cccs1)S(=O)(=O)c1ccc([N+](=O)[O-])cc1,8.1,3.5,-0.1,2.7,-1.8,-13.3,4.2,6.0,-1.3,23.3,15.8
CC(C)(C)S(=O)(=O)N1Cc2cc(CO)cc(CCO)c2[C@@H]1CCO,-12.7,-8.3,3.8,5.9,-3.2,-23.2,13.8,11.2,-12.3,1.0,2.3
O=C(O)C1CSC(c2ccccc2Cl)N1C(=O)c1ccc(Cl)cc1 (stereo not drawn),6.6,26.5,-3.5,-7.1,-3.7,4.2,-17.4,1.1,9.6,0.5,1.2
N#Cc1c(-c2ccccc2)nc(SCC(=O)Nc2ccccc2)[nH]c1=O,-5.5,-22.0,9.5,0.1,-15.5,12.5,2.1,2.7,10.9,-11.6,14.8
Cc1ccc(Nc2ccc(-n3ccnc3)nn2)cc1C,-3.5,-4.2,-14.1,-3.2,-8.0,-2.3,-9.4,-15.4,-29.2,6.3,7.8
COC1CCN(C(=O)CC2C(=O)NCCN2CC2CCCCC2)CC1 (stereo not drawn),2.8,2.9,5.5,-8.8,-2.8,-8.2,-8.1,-7.3,-16.9,7.9,-4.1
CN(Cc1cccs1)C(=O)CCNS(=O)(=O)c1ccc(Br)cc1,-13.3,5.4,5.0,-5.4,5.6,0.1,7.2,-19.8,-5.3,6.1,13.5
COCCNC(=S)N(CCc1c(C)[nH]c2ccc(Cl)cc12)Cc1cccnc1,18.6,-2.7,-2.6,-1.5,6.3,-22.7,-1.9,7.5,8.8,-9.0,-7.8
O=C(NCCN1CCOCC1)c1ccc2c(c1)N(Cc1cccc(Cl)c1)C(=O)c1ccccc1S2(=O)=O,10.0,-4.3,-2.7,2.2,-0.3,6.7,1.0,18.5,7.7,12.5,-14.8
O=S(=O)(NCC(c1ccco1)N1CCOCC1)c1ccc(Cl)cc1 (stereo not drawn),-11.3,-3.2,1.0,8.8,1.8,4.2,15.8,-9.0,-10.9,8.6,15.6
COc1cc(/C=C2/SC(=S)N(CC(=O)O)C2=O)ccc1OCC(=O)Nc1ccc(C)c(C)c1,-16.0,-5.7,-4.2,-2.8,5.8,-7.0,-18.1,-2.0,7.1,-16.2,-2.3
CCOc1ccc(NC(=S)N2CCN(CCN3C(=O)c4cccc5cccc(c45)C3=O)CC2)cc1,-6.4,-5.1,0.2,1.8,-8.9,-6.1,7.4,-10.9,1.4,-15.6,8.6

# High-throughput results deposited in PubChem by several laboratories.

# A portion of the library; rates above refer to the full screens.
